BLM helicase inh: qHTS Assay for Inhibitors of Bloom's syndrome helicase (BLM) | RecQ-like DNA helicase BLM (Homo sapiens), P54132 | 350,000 compounds, 0.2% hits | recombinant BLM DNA unwinding, fluorescence dequenching | Potency, µM (series often up to 56.1 µM), inactives show top-dose activity change, negative = inhibition, hits mostly inhibitors | AID 2528, 2010;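 further: potency means the concentration at half of the fitted maximal effect; plate controls were vehicle for no effect and no enzyme for full effect; nearly all actives have a fitted effect of over 35% in size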
Tb PGK inh: qHTS Assay to Find Inhibitors of Phosphoglycerate Kinase | 380,000 compounds, 0.043% hits | AID 602233, 2012 | Phosphoglycerate kinase, glycosomal (Trypanosoma brucei brucei), P07378 | PGK/GAPDH coupled, Kinase-Glo luminescence, 60 min | Potency, µM (doses to about 57.5 µM), without a hit: at the top dose activity change, negative = inhibition, actives largely listed as inhibitors; further: potency means the concentration at half of the fitted maximal effect; on the % scale 0 is the no-effect control and ±100 the full control effect; nearly all actives have a fitted effect of over 60% in size
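Luminescent ATP detection (Kinase-Glo Plus) follows a 60-minute room-temperature incubation, with wells lacking PGK as controls. Buffer: 100 mM TEA (pH 7.6), 5 mM MgCl2, 0.01% Tween-20. Coupling enzyme GAPDH (100 nM final) supplies unstable 1,3-BPG in-well.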
Apoferritin bind: qHTS Assay for Identification of Novel General Anesthetics; Potency, µM (titrated, usually from 77.5 µM), inactives show at the highest dose activity change, negative = displacement, most hits filed as inhibitors; Ferritin light chain (Equus caballus), P02791; apoferritin/1-aminoanthracene competitive binding, fluorescence; 350,000 compounds, 0.074% hits; further: potency means the concentration at half of the fitted maximal effect; on the % scale 0 is the no-effect control and ±100 the full control effect; nearly all actives have a fitted effect of over 20% in size
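In PBS, apoferritin at 10 uM is loaded with 1-AMA from a 50% saturated solution. After 10 min of compound exposure at ambient temperature, reduced 535 nm fluorescence indicates probe displacement.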
POLB inh: qHTS Assay for Inhibitors of DNA Polymerase Beta. P06746. Pol beta primer extension/strand displacement, fluorescence kinetic. Potency, µM (top dose mostly 114 µM), without a hit: top-dose activity change, negative = inhibition, most hits filed as inhibitors. 340,000 compounds, 1.3% hits; further: potency means the concentration at half of the fitted maximal effect; on the % scale 0 is the no-effect control and ±100 the full control effect
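Values derive from four-parameter Hill fits of normalized kinetic data: reads at 0 and 10 min following addition of 50 nM substrate to 10 nM Pol beta preincubated 15 min with compound.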
POLH inh: qHTS for Inhibitors of Polymerase Eta; Potency, µM (titrated, usually from 114 µM), for the others: at the highest dose activity change, negative = inhibition, hits mostly inhibitors; 390,000 compounds, 1.2% hits; DNA polymerase eta (Homo sapiens), Q9Y253; AID 588591, 2011; recombinant Pol eta, fluorescent DNA replication assay; further: potency means the concentration at half of the fitted maximal effect; on the % scale 0 is the no-effect control and ±100 the full control effect
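Fluorescent replication assay: 50 nM final substrate added after a 15 min room-temperature compound preincubation with 10 nM enzyme. Signal taken at 0 min and again at 10 min.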
APEX1 inh: qHTS Assay for Inhibitors of the Human Apurinic/apyrimidinic Endonuclease 1 (APE1); DNA repair nuclease/redox regulator APEX1 (Homo sapiens), P27695; recombinant APE1, TAMRA/BHQ-2 abasic DNA cleavage fluorescence; Potency, µM (series often up to 65.8 µM), inactives show at the highest dose activity change, negative = inhibition, most hits filed as inhibitors; 350,000 compounds, 0.35% hits;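 further: potency means the concentration at half of the fitted maximal effect; plate controls were vehicle for no effect and reference inhibitor for full effect; nearly all actives have a fitted effect of over 55% in size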
Target sequence (P27695 whole entry, looked up): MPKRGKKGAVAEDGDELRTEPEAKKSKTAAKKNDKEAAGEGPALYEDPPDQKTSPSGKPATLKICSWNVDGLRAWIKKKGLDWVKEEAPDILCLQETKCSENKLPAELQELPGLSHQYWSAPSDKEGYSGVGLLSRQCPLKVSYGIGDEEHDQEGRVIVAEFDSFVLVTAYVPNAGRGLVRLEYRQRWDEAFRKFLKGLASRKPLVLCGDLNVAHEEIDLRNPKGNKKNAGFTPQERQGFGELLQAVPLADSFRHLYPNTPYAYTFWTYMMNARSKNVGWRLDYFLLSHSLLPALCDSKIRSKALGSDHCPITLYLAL
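Enzyme (0.75 nM final) and test compound are incubated 15 min at room temperature before adding 50 nM quenched THF abasic-site duplex. Cleavage dequenches TAMRA, followed at 525/598 nm over three reads one minute apart.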
RXFP1 antagonist: qHTS Assay for Antagonists of the Relaxin Receptor RXFP1; Relaxin receptor 1 (Homo sapiens), Q9HBX9; HEK293-RXFP1, relaxin-stimulated cAMP HTRF, 30 min; active compounds read low; activity change, negative = inhibition, % at 57.5 µM; 350,000 compounds, 0.59% hits;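 active means activity change of -60% or lower, but not beyond a set lower limit; inconclusive means change between -60% and -40%, or beyond the set limit; inactive means change above -40%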; further: on the % scale 0 is the no-effect control and ±100 the full control effect
Target sequence (Q9HBX9 whole entry, looked up): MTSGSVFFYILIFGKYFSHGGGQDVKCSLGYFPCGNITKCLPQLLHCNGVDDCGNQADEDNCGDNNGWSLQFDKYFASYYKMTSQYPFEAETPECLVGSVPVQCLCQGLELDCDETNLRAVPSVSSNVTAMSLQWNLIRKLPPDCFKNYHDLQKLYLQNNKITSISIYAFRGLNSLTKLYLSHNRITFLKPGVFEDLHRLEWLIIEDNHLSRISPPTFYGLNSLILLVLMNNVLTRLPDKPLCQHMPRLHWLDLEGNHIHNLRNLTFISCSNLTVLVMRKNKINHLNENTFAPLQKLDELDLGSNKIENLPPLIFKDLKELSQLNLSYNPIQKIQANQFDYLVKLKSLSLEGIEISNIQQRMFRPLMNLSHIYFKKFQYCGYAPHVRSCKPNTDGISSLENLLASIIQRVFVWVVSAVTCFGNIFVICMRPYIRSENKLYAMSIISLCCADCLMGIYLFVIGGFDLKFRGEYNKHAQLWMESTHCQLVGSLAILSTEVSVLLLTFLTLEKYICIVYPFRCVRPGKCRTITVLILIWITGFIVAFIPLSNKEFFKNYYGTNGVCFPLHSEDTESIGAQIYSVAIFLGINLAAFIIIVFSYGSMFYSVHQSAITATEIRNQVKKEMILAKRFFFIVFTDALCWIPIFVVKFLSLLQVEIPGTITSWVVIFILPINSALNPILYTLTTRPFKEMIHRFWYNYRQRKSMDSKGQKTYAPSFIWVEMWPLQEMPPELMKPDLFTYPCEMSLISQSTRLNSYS
POLK inh: qHTS for Inhibitors of Polymerase Kappa | purified Pol kappa, fluorescent DNA synthesis assay, 10 min | AID 588579, 2011 | DNA polymerase kappa (Homo sapiens), Q9UBT6 | Potency, µM (doses to about 107 µM), for the others: top-dose activity, negative = inhibition, usual class: inhibitors | 400,000 compounds, 0.53% hits; further: potency means the concentration at half of the fitted maximal effect; on the % scale 0 is the no-effect control and ±100 the full control effect
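Kinetic fluorescence readout at 0 and 10 min followed reaction start with substrate at 50 nM final. Beforehand, enzyme (10 nM Pol kappa) stood 15 min with compound at room temperature; buffer-only wells were negative controls.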
Pol iota inh: qHTS for Inhibitors of Polymerase Iota; DNA polymerase iota (Homo sapiens), Q9UNA4; Pol iota fluorescent replication assay, 10 min; Potency, µM (highest dose often 115 µM), inactives show at the highest dose activity, negative = inhibition, usual class: inhibitors; 390,000 compounds, 1% hits; AID 588590, 2011; further: potency means the concentration at half of the fitted maximal effect
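Pol iota at 10 nM preincubated 15 min with compounds at room temperature; reaction started with fluorescent substrate, 50 nM final. Fluorescence read kinetically at 0 and 10 min; buffer-only wells as negative control.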
An asterisk follows results filed as active; i = inactive; u = inconclusive; x = no result given; [ ] = dose if it differs, or a comment. Unless noted, the call rests on the fitted dose curve; in most records, active means well fitted curve in the direction sought with a large enough effect; inconclusive means small, poorly fitted or top-dose-only effect, or another doubt; inactive means no such curve, though single readings can be large; an effect the other way counts as inactive or inconclusive.

SMILES | BLM helicase inh | Tb PGK inh | Apoferritin bind | POLB inh | POLH inh | APEX1 inh | RXFP1 antagonist | POLK inh | Pol iota inh
CC(C)c1csc(CN2CCN(Cc3ccc(F)cc3)C(CCO)C2)n1 (stereo not given) | -12% | i | -6% | 1% | -21% | 7% | -29 | 5% | 49%[activator]
CCN(C(=O)CSc1nc2ccccc2n1CCc1ccccc1)C1CCS(=O)(=O)C1 (stereo not given) | -2% | i | -19% | 37% | -25% | 6% | -6 | -4% | -7%
CCOC(=O)c1ccccc1NC(=O)c1nc2nccc(C)n2n1 | -9% | -3% | u | 39% | 15% | -2% | -6 | 9% | 2%
COc1cc(C(=O)O/N=C(\N)Cc2ccc([N+](=O)[O-])cc2)cc(OC)c1OC | -11% | 0% | -17% | 2% | -5% | -2% | 10 | -2% | 37%[activator]
CCCCCCNC(=O)CCCCCNS(=O)(=O)c1ccc(Br)cc1 | -7% | -2% | -20% | 9% | -15% | 1% | -13 | -1% | 108%[activator]
O=C(Oc1ccc(F)cc1)c1cccnc1 | -2% | x | -2% | 13% | -2% | 54%[activator] | 4 | 2% | -8%
O=C(O)/C=C/c1cccc(NC(=O)c2ccc(Cl)cc2)c1 | -6% | -9% | -3% | 8% | 2% | 2% | -8 | -2% | 91%[activator]
CC(C)(C)NC(=O)c1nc2ccccc2s1 | -6% | 0% | -23% | 90% | -18% | -12% | -5 | -7% | -3%
CSCC[C@H](NC(=O)c1ccc(Cl)c(S(=O)(=O)N2CCCC2)c1)c1nc2ccccc2[nH]1 | 3% | -2% | -21% | 12% | -10% | -5% | 3 | -20% | -8%
Cc1ccc(C(=O)N(Cc2ccc3c(c2)OCO3)Cc2nc3ccccc3c(=O)[nH]2)cc1 | -6% | -8% | u | -11% | 0% | 3% | -12 | -6% | -13%
Cc1nc(SCC(=O)N2c3ccccc3Sc3ccccc32)n[nH]1 | -4% | 3% | -13% | 2% | -12% | 1% | 0 | -5% | 11%
COc1cccc(CN(C(=O)Cc2c[nH]c3ccccc23)C(C(=O)NC2CCCCC2)c2ccc(C)o2)c1 (stereo not given) | -10% | 1% | -3% | 23% | -22% | 7% | -8 | -9% | -2%
CCC1CCc2c([nH]c3ccccc3c2=O)O1 (stereo not given) | 3% | -5% | -1% | -11% | -2% | 1% | -8 | 8% | 37%[activator]
O=C(Nc1cc(S(=O)(=O)N2CCOCC2)ccc1OCC(F)(F)F)C1=COCCO1 | x | -3% | x | x | -7% | -1% | -8 | -6% | 10%
COc1cc(Cl)c(NS(=O)(=O)c2cc(-c3cc(C)no3)ccc2OC)c(OC)c1 | -13% | -1% | -4% | 13% | -9% | x | -25 | 2% | 1%
COc1ccc(N(C)S(=O)(=O)c2cccc(C(=O)N(C)Cc3ccc(C)o3)c2)cc1 | -3% | 18% | -15% | 0% | -15% | -1% | 1 | -10% | 45%[activator]
COc1cc2c(cc1OC)C(=O)N1[C@H]3c4cc(Cl)ccc4OC[C@@H]3[C@H](c3ccccc3)[C@]1(C)C(=O)N2 | x | -6% | x | x | -1% | 11% | x | -11% | u
O=C(CSc1ncn[nH]1)Nc1c(Br)cc([N+](=O)[O-])cc1Br | 4% | -1% | 9% | 0% | -10% | 7% | -3 | 2% | 26%
CC(=O)N1CCN(c2ccc(NC(=O)c3ccc([N+](=O)[O-])cc3)cc2)CC1 | -2% | i | -15% | 2% | -10% | 31% | -3 | 4% | 5%
Cc1ccc(/C=N/n2c(-c3ccc(Cl)cc3)n[nH]c2=S)s1 | -27% | -2% | -4% | 12% | -22% | 14% | 2 | -9% | 22%
O=C(CCCN1C(=O)/C(=C/c2ccccc2Cl)SC1=S)Nc1cccnc1 | -6% | -13% | u | -2% | -1% | 37% | 6 | 2% | 8%
Cc1occc1-c1nnc(SCC(=O)c2ccccc2)n1CC1CCCO1 (stereo not given) | -3% | 0% | -15% | -15% | 4% | -2% | -4 | -2% | 29%
COc1ccc(NC(=O)N(C)C[C@H]2Oc3ccc(NC(=O)C4CC4)cc3CC(=O)N([C@@H](C)CO)C[C@@H]2C)cc1 | x | -7% | x | x | 4% | -5% | x | -2% | 15%
COc1ccc(-c2noc(C3CCCN(S(=O)(=O)c4ccc(C)c(Cl)c4)C3)n2)cc1OC (stereo not given) | -2% | 3% | -8% | 34% | -19% | 2% | 4 | -21% | 14%
CC(C)c1c(C(=O)N/N=C/C2CC=CCC2)nnn1-c1nonc1N (stereo not given) | -4% | -2% | -9% | 14% | -4% | 9% | 23 | -16% | 2%

(continued)
SMILES | BLM helicase inh | Tb PGK inh | Apoferritin bind | POLB inh | POLH inh | APEX1 inh | RXFP1 antagonist | POLK inh | Pol iota inh
CC(C)n1ncc2c(C(=O)N3CCN(c4ccccc4)CC3)cc(-c3ccccc3)nc21 | x | 3% | x | x | -8% | -10% | -13 | -15% | -1%
COc1cccc(CN2CC(C(=O)N(C)Cc3ccc(C)cc3)CCC2=O)c1 (stereo not given) | -2% | i | -4% | 32% | -13% | 21% | 10 | 7% | 35%[activator]
Cc1ccc(C(C)C)c(OCc2nnc(SCC(=O)Nc3nccs3)n2C)c1 | -5% | -1% | -3% | 24% | -17% | -1% | -6 | -2% | -2%
CCOC(=O)/C=C1\SCC(=O)N1CC(=O)Nc1ccc(OC)c(OC)c1 | -3% | 7% | -9% | 1% | -6% | -5% | 2 | -6% | 4%
O=C(CSc1nc2ccc(Cl)cc2[nH]1)NCc1ccco1 | -3% | -11% | -10% | -12% | 5% | 7% | -14 | -16% | 9%
CCOC(=O)c1c(C)cc(C)n2c1nc1ccccc12 | 4% | -9% | 57%[activator] | 1% | -1% | 15% | 3 | -13% | 14%
Cc1cc(C(=O)N2CCc3ccccc32)c2cc(F)ccc2n1 | -5% | -3% | -12% | 8% | 1% | 4% | -12 | -20% | 4%
O=C(CSc1nnnn1-c1ccccc1)Nc1ncc2c(n1)CC(c1ccccc1)CC2=O (stereo not given) | -3% | -3% | -21% | 4% | 7% | -3% | 2 | -1% | 13%
CCOC(=O)C1=C(C)N(C)C(=O)NC1c1cccc(O)c1 (stereo not given) | -2% | -8% | 3% | u | -14% | -5% | -16 | -4% | -1%
CN(C(=O)COC(=O)C(Cc1ccccc1)NC(=O)c1ccccc1)c1ccccc1 (stereo not given) | -1% | i | 3% | -1% | -17% | 4% | -8 | -2% | -9%
CC(C)NC(=O)/C(C#N)=C\c1ccc(N(C)C)c(Br)c1 | -3% | i | -20% | 0% | -1% | 5% | u | -14% | 64%[activator]
CC(C)CNC(=S)Nc1ccc(S(N)(=O)=O)cc1 | 3% | -3% | 4% | 100% | -16% | u | 5 | -4% | 30%
Cc1cc(=O)[nH]c(SCC(=O)Nc2ccc(Br)cc2)n1 | -3% | 9% | -8% | -13% | -23% | 0% | -5 | -4% | 24%
CCOc1ccc(N(CC(=O)NC2CCCC2)C(=O)CSc2nnc(COc3ccccc3)o2)cc1 | 1% | -12% | -8% | -10% | -12% | 2% | -13 | -7% | 16%
Cc1ccc(CNC(=O)COC(=O)CCOc2ccc(C)cc2)cc1 | x | i | x | x | -10% | 27% | -17 | -4% | 76%[activator]
CCOC(=O)c1sc(NC(=O)CCN2CCC(C)CC2)c(C(=O)OCC)c1C | 1% | -8% | -5% | 17% | 7% | -1% | -3 | 0% | 40%[activator]
COc1cc(C)c(C(C)C)cc1S(=O)(=O)n1cnc(C)c1 | 0% | -6% | -8% | 0% | u | -1% | x | -22% | u
Cc1ccc[n+](CC(=O)Nc2cc(C(F)(F)F)ccc2N2CCOCC2)c1 | 1% | -9% | -13% | 1% | -15% | -1% | 10 | 1% | 20%
COc1cccc(CN2CCN(Cc3ccc(OC)c(OC)c3)CC2CCO)c1 (stereo not given) | 1% | 3% | -5% | 29% | -23% | 18% | -11 | -4% | 42%[activator]
CN(c1ccccc1)S(=O)(=O)c1ccc(Cl)c(C(=O)Nc2nc3ccccc3[nH]2)c1 | -7% | -1% | 1% | -30% | -17% | 0% | -3 | -14% | 8%
CN(C)CCNC(=O)c1cccc2nc3cccc(F)c3nc12 | x | i | x | x | u | x | -5 | u | 89µM*
CC(C)C(NC(=O)c1ccccc1)C(=O)NC1=NCCS1 (stereo not given) | -3% | x | -9% | 2% | -5% | 3% | 3 | -7% | -11%
COc1ccc(CC(=O)NCC2CCCCC2)cc1OC | -4% | x | -9% | -2% | -10% | 1% | 4 | -15% | u
COc1ccc(CCNC(=O)CSc2nc3nc(C)c(Cc4ccc(C)cc4)c(C)n3n2)cc1OC | 3% | -6% | -12% | 28% | -16% | x | -24 | -5%[60.1 µM] | 5%
Cc1[nH]n(-c2ccccc2)c(=O)c1/C=N/n1c(C)nc2ccccc2c1=O | -1% | 0% | -15% | 21% | 3% | -3% | 2 | -8% | 16%
Cc1ccc(CNS(=O)(=O)c2cc3c4c(c2)CCN4C(=O)CC3)cc1 | x | -3% | x | x | -7% | 3% | -11 | -8% | -13%

Record cards, as listed above.
Entry for Cc1ccc(C(=O)N(Cc2ccc3c(c2)OCO3)Cc2nc3ccccc3c(=O)[nH]2)cc1 → BLM helicase inh = -6%; Tb PGK inh = -8%; Apoferritin bind = u; POLB inh = -11%; POLH inh = 0%; APEX1 inh = 3%; RXFP1 antagonist = -12; POLK inh = -6%; Pol iota inh = -13%
Entry for COc1ccc(CCNC(=O)CSc2nc3nc(C)c(Cc4ccc(C)cc4)c(C)n3n2)cc1OC → BLM helicase inh = 3%; Tb PGK inh = -6%; Apoferritin bind = -12%; POLB inh = 28%; POLH inh = -16%; APEX1 inh = x; RXFP1 antagonist = -24; POLK inh = -5%[60.1 µM]; Pol iota inh = 5%

Not all compounds are listed, so the mix of outcomes need not match the whole.
